SIAE primary = blocks human sialic acid acetylesterase. Q9HAT2. SIAE FP-Rh probe binding, fluorescence polarization. inhibition, % at 9.66 µM. hit rate 0.69% among 370,000;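 active = inhibition above a cutoff: mean of compounds within the control limits plus 3 SD of those, cut at about 17% in these data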;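 note: 0% = plate median of compound wells and 100% = probe without SIAE protein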
Tn6 DDE FP = inhibitors of Tn6 peptide binding to human fibrin DD(E); P02675; Fibrin DD(E) TRITC-Tn6 fluorescence polarization displacement; inhibition, % at 8.3 µM; hit rate 0.21% among 370,000; AID 720509;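 active = inhibition above a per-campaign cutoff: mean of compounds within control limits plus 3 SD, cut at about 15% in these data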;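 note: 0% = median of all compound wells on the plate and 100% = blocking peptide control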
Target sequence (P02675 whole entry, looked up): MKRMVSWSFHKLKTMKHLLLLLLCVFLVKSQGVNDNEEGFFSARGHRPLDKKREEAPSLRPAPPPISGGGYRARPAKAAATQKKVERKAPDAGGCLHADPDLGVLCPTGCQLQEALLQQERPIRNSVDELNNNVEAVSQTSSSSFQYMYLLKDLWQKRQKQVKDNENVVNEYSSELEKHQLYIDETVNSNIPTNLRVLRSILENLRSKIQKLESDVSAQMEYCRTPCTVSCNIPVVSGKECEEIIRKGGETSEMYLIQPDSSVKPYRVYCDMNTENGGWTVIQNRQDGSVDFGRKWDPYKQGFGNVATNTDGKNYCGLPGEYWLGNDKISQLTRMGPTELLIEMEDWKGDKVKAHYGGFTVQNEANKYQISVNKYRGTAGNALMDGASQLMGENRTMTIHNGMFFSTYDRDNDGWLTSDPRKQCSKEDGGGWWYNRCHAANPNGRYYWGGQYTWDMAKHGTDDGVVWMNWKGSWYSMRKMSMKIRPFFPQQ
DDE Tn7 FP inh = DD(E)-Tn7 binding inhibition, primary FP screen | hit rate 0.13% among 370,000 | FP displacement of FITC-Tn7 peptide from fibrin DD(E); 0% = median of compound wells per plate | inhibition, % at 8.3 µM | P02675;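 active = inhibition above the mean of compounds falling within the control limits plus 3 SD of them, cut at about 14% in these data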;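 note: 0% = plate median of compound wells and 100% = 10 µM Aha-Tn7 peptide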
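Assay system: Human clot-derived fibrin DD(E) complex | Buffer or medium: Tris/NaCl/CaCl2 buffer, pH 7.8 | Repeats: One replicate per compound | Benchmarks: Aha-Tn7 high control | Measure: % inhibition scaled between sample-field median and high-control FP | Schedule: 10 min plus 3 h, room temperature | Signal: Fluorescence polarization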
TDP2 absorb = blocks human TDP2 phosphodiesterase activity; inhibition, % at 12.8 µM; recombinant TDP2, T5PNP hydrolysis, p-nitrophenol absorbance 415 nm; O95551; AID 720702; hit rate 0.34% among 370,000;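 active = inhibition above the mean of all tested compounds plus 3 SD, set per campaign, cut at about 25% in these data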;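 note: 0% = DMSO with enzyme and 100% = buffer with substrate but no TDP2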
Target sequence (O95551 whole entry, looked up): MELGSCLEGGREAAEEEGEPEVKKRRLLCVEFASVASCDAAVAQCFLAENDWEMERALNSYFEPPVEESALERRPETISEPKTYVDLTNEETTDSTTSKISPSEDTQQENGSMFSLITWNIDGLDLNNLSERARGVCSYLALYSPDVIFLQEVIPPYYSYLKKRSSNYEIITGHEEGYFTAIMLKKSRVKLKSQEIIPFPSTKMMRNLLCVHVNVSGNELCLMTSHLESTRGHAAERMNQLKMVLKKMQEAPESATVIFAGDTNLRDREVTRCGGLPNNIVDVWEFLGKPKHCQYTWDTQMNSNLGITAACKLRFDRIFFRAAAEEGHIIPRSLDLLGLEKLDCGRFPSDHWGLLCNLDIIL
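Assay system: recombinant human TDP2 / Reagent: T5PNP substrate at 5 mM, a TopII-DNA adduct mimic / Measured by: epi absorbance from released p-nitrophenol / Evaluation: % inhibition relative to enzyme-containing and enzyme-free wells / Control set: enzyme-free and DMSO wells / Replicates: each compound tested once, singlicate / Schedule: enzyme reaction with compound for 2 h at 37 °C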
ADAM17 inh = inhibitors of human ADAM17 | hit rate 0.83% among 370,000 | inhibition, % at 6.95 µM | P78536 | recombinant ADAM17, EDANS/DABCYL FRET peptide cleavage;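 active = inhibition above the mean of compounds lying between control limits plus 3 SD, set per campaign, cut at about 8.5% in these data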;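 note: 0% = DMSO-only wells as the low control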
PLC-gamma1 inh = blocks human PLC-gamma1 enzyme activity | inhibition, % at 12.2 µM | purified PLC-gamma1, fluorogenic substrate, fluorescence | AID 720700 | hit rate 0.84% among 370,000 | P19174; in the data active = inhibition above about 9.5%
ADAM10 inh = inhibitors of human ADAM10. hit rate 0.62% among 370,000. inhibition, % at 7 µM. recombinant ADAM10, EDANS/DABCYL FRET peptide cleavage, 3 h;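 active = inhibition above a per-campaign cutoff equal to the mean of compounds falling between control-based bounds plus 3 SD, cut at about 20% in these data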;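 note: 0% = DMSO wells while the 100% control is not disclosed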
ARFGAP1 inhibitor = inhibitors of rat ARFGAP1; Q62848; Arfgap1-stimulated ARF1 GTP hydrolysis, GDP FP detection; inhibition, % at 16.5 µM; hit rate 0.26% among 360,000;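 active = inhibition above a per-plate limit, mean inhibition of low control wells plus 3 SD, cut at about 25% in these data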;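 note: 0% = DMSO wells with enzyme and 100% = wells lacking Arfgap1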
Target sequence (Q62848 1-136 limits assumed): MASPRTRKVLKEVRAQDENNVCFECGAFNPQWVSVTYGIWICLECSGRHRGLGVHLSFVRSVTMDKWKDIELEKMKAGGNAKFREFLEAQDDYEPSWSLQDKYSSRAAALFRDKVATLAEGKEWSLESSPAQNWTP
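Repeats: one replicate per compound; assay system: rat Arfgap1 catalytic domain, aa 1-136; times: enzyme reaction 120 min at 25 °C after 20 min preincubation; detection: FP of antibody-bound GDP Alexa 633 tracer, ex 620/em 688 nm; benchmarks: high control wells lacking Arfgap1, low control full reaction with DMSO; reagent: human ARF1(Δ1-17)-GTP substrate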
PLCb3 inh = PLC-beta3 (human) inhibition, primary screen; Q01970; Purified PLC-beta3, fluorogenic substrate, fluorescence; inhibition, % at 12.2 µM; hit rate 0.18% among 370,000; in the data active = inhibition above about 11%;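 note: 0% = median of compound wells on plate and 100% = full blocker control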
ASAP1 GAP inh = blocks human ASAP1-stimulated Arf1 GTP hydrolysis. Q9ULH1. GDP FP detection. inhibition, % at 16.5 µM. hit rate 0.19% among 360,000. AID 624377; in the data active = inhibition above about 25%;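 note: 0% = vehicle with enzyme and substrate and 100% = no enzyme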
* = called active by the depositor; · = not tested or not shown.

SMILES	SIAE primary	Tn6 DDE FP	DDE Tn7 FP inh	TDP2 absorb	ADAM17 inh	PLC-gamma1 inh	ADAM10 inh	ARFGAP1 inhibitor	PLCb3 inh	ASAP1 GAP inh
COc1cc(CN2C[C@@H](CO)O[C@@H](n3cnc4c(NC5CCC5)ncnc43)C2)cc(OC)c1OC	-5	-7	5	-1	-3	3	-12	-9	3	2
CC(=O)c1ccc(N2CCN(C(C)C(=O)Nc3ccc4c(c3)OCCO4)CC2)cc1 (stereo not given)	-1	1	-1	-17	3	-7	-13	-3	-16	2
O=C1CCc2cc(S(=O)(=O)NC(Cc3ccccc3)C(=O)NC3CCCC3)ccc2N1 (stereo not given)	4	-4	5	-1	2	4	4	-5	3	3
CC(=O)c1c(C(C)=O)c(C)n(-c2cccc([N+](=O)[O-])c2)c1C	-2	3	-6	-16	-1	2	-6	3	3	2
CC(=O)N(C)c1ccc(NC(=O)Nc2ccccc2C)cc1	3	1	0	9	-1	0	3	5	3	14
CC(C)(C)OC(=O)NCc1ccc(CNC(=O)c2[nH]cnc2C(=O)N[C@@H](Cc2ccccc2)C(=O)OCc2ccccc2)cc1	-54	4	1	3	12*	1	16	8	2	12
Cc1cc(C(F)(F)F)n(-c2nc(C(=O)Nc3cccnc3)cs2)n1	1	5	3	0	-2	-1	6	-6	-11	-7
Cc1cccc(/C=N/NC(=O)c2ccc(NC(=O)c3ccccc3Cl)cc2)n1	5	12	4	12	-2	0	2	2	-4	-17
CCOC(=O)c1cc(-c2ccc(C)o2)n[nH]1	-2	-3	-3	8	-1	-1	-7	6	-1	-10
CC(C)c1ccc(NC(=S)NCCc2c[nH]c3ccccc23)cc1	6	-3	-8	2	8	-1	19	2	1	-2
Cn1c(SCc2cc(=O)[nH]c3ccccc23)nnc1-c1ccco1	0	2	-4	-13	2	6	8	-5	7	-5
N#C/C(=C/c1ccc(C(=O)O)cc1)C(=O)Nc1ccccc1	2	-6	-6	12	2	1	7	-3	1	-9
Cc1ccc(NC2=NCC(=O)N2c2ccc3c(c2)OCCO3)c(C)c1	2	1	-3	-1	-5	0	-9	8	-2	7
Cc1cc(C(=O)OCC(=O)NC(C)C)c2ccccc2n1	9	-5	-1	9	-7	-3	-10	-3	-13	-4
CC1CC(C)CN(CC(=O)NNC(=O)COc2ccc(Cl)cc2)C1 (stereo not given)	-1	5	8	2	-3	1	-12	-2	-5	-6
COCCN(C(=O)c1csnn1)C(C(=O)NC1CCCCC1)c1cccs1 (stereo not given)	-4	-5	-3	7	-2	1	1	2	1	23
O=C1c2cc(S(=O)(=O)NCCO)ccc2-c2ccc(S(=O)(=O)NCCO)cc21	8	-6	4	-4	-3	-3	-1	-4	-5	-1
O=C(c1ccccc1)N1CCN(CC#Cc2ccccc2)CC1	-1	-2	-2	0	2	6	7	2	5	0
Cc1ccc(S(=O)(=O)N2CCN(C(=O)COC(=O)c3ccc(Cl)c(S(N)(=O)=O)c3)CC2)c(C)c1	-1	5	-6	2	2	1	7	4	1	18
COc1ccc(CCC(=O)N/N=C\c2cccs2)cc1	1	-3	3	-10	3	2	7	-1	3	-3
CCOc1ccc(CCN2C(=O)C(=O)N([C@@H](Cc3ccc(O)cc3)CN3CCC[C@H]3CN3C(=O)C(=O)NC[C@@H]3Cc3ccccc3)C[C@@H]2Cc2ccc(O)cc2)cc1	-4	-5	4	-17	-4	6	0	6	5	6
Cc1cccc(N2CCN(C(=S)NCCc3ccccc3)CC2)c1C	-2	7	-10	1	1	5	9	6	4	-14
CCOC(=O)C1C(c2ccccc2)C(C(=O)OCC)C1c1ccccc1 (stereo not given)	-3	-12	-3	11	-4	0	-2	-4	2	-7
Cc1ccc(Nc2n[nH]c(=S)s2)c(C)c1	9	-2	4	7	-2	0	-9	-17	-3	-5
N#CCC[C@@H]1CC[C@]2(CCCN(C(=O)c3ccno3)C2)O1	-4	4	-3	11	-2	0	1	·	3	·

Additional results follow:
SMILES	SIAE primary	Tn6 DDE FP	DDE Tn7 FP inh	TDP2 absorb	ADAM17 inh	PLC-gamma1 inh	ADAM10 inh	ARFGAP1 inhibitor	PLCb3 inh	ASAP1 GAP inh
Cc1cc(NC(=S)N(CCCN2CCN(C)CC2)Cc2ccco2)ccc1Cl	2	-1	8	-11	-4	0	1	-2	-7	-4
CC(=O)Nc1ccc(OS(=O)(=O)c2ccccc2C)cc1	-2	0	-1	3	-9	0	-1	8	-3	14
CCOC(=O)c1oc2nc3c(cc2c1N)CCCC3	5	3	5	5	-36	-118	-78	3	-180	-19
Cn1cc(Br)c(C(=O)NC2CCCCC2)n1	1	-6	0	-4	1	3	2	9	-1	0
Cc1cccc(/C=N/NC(=O)c2ccccc2OCc2cccc(Br)c2)n1	-11	-4	-5	-1	1	-3	4	8	-9	-6
Cc1cc(N2CCOCC2)nc2ccc(Cl)cc12	5	-3	-4	1	-40	-11	-119	11	-22	3
COc1ccccc1N1CCN(C(=O)c2sc3nc(-c4ccc(F)cc4)cn3c2C)CC1	-4	4	4	8	3	2	8	-4	-1	6
CN(Cc1ccccc1)C(=O)COc1cccnc1[N+](=O)[O-]	-10	4	2	-14	-3	-1	6	6	-7	2
O=C(CN1C(=O)C2CC=CCC2C1=O)NC1CCCCC1 (stereo not given)	7	-6	0	3	-4	0	-5	-9	-3	-12
NC1=NC(=O)C(Cc2cccc(Cl)c2Cl)S1 (stereo not given)	2	9	0	6	2	0	1	-11	-2	4
O=C(CSc1ccc(-c2nc3ccccc3[nH]2)cn1)Nc1ccc(S(=O)(=O)N2CCCC2)cc1	-62	59*	2	1	-8	-13	-32	16	-12	-10
Cc1ccccc1CN1CCC(CNC(=O)Nc2ccc(F)cc2F)CC1	0	6	-2	4	-5	4	3	4	-5	-12
CCNS(=O)(=O)c1ccc(NS(=O)(=O)c2cc(C)ccc2C)cc1	2	-5	6	2	-2	-5	0	-12	-1	-4
Cc1ccc(S(=O)(=O)N2CCN(C(=O)COC(=O)/C=C/c3ccc(Cl)cc3)CC2)c(C)c1	1	2	-12	-8	-1	-2	-4	6	-2	-2
O=C(Nc1nc(=O)[nH]s1)c1ccccc1	9	11	-3	4	-1	0	-2	-4	-1	2
COC(=O)[C@]12C[C@H](CC(=O)NCCCN3CCCC3=O)C(=O)N(Cc3ccc4c(c3)OCO4)C1=C[C@H](COCc1ccccc1)O[C@@H]2C	-2	1	-1	6	0	1	2	-1	0	9
CCOC(=O)c1sc(=S)n(CC)c1N	4	-2	-7	0	0	2	-3	-9	0	2
O=C(CCCn1c(=O)oc2ccccc21)N1CCc2ccccc2C1	2	14	-3	-16	3	7	5	-2	-2	-3
COc1ccc(S(=O)(=O)NC(=O)C2(C)CCN2C(=O)CC2CCCCC2)cc1OC (stereo not given)	7	7	-4	-2	-2	-2	-2	-3	-1	-6
CCC1CCCCN1CCCNC(=O)c1ccc2c(c1)c(C)c(C)n2CC (stereo not given)	5	1	2	0	-5	-19	-15	1	-33	7
O=[N+]([O-])c1ccc(-c2c(-c3ccccc3)ncc3ccc(F)cc23)cc1	-7	4	-2	3	3	1	9	1	-12	7
CCC1CCCCN1CCN1C(=O)C2C(C(=O)Nc3ccc(OC)cc3)C3C=CC2(O3)C1C(=O)NC1CCCCC1 (stereo not given)	11	-4	-7	4	-1	-2	-5	10	-7	12
Cc1ccc(CN(Cc2cc3cccc(C)c3[nH]c2=O)C(=O)N(C)C)cc1	5	6	0	8	-4	3	-5	1	-5	-1
N#Cc1c(-c2ccco2)c2c([nH]c1=S)CCCC2	-2	0	-4	-3	-20	-8	-38	-8	-16	13
O=c1[nH]nc(N=Nc2c(O)[nH]c3ccc(F)cc23)c(=O)[nH]1	1	8	6	14	-4	0	2	-6	-4	1

An excerpt from further up, as a working copy:
SMILES	SIAE primary	Tn6 DDE FP	DDE Tn7 FP inh	TDP2 absorb	ADAM17 inh	PLC-gamma1 inh	ADAM10 inh	ARFGAP1 inhibitor	PLCb3 inh	ASAP1 GAP inh
CC(C)c1ccc(NC(=S)NCCc2c[nH]c3ccccc23)cc1	6	-3	-8	2	8	-1	19	2	1	-2
Cn1c(SCc2cc(=O)[nH]c3ccccc23)nnc1-c1ccco1	0	2	-4	-13	2	6	8	-5	7	-5
N#C/C(=C/c1ccc(C(=O)O)cc1)C(=O)Nc1ccccc1	2	-6	-6	12	2	1	7	-3	1	-9

The results go on:
SMILES	SIAE primary	Tn6 DDE FP	DDE Tn7 FP inh	TDP2 absorb	ADAM17 inh	PLC-gamma1 inh	ADAM10 inh	ARFGAP1 inhibitor	PLCb3 inh	ASAP1 GAP inh
CN(C)c1nc(=Nc2cccc(Cl)c2)ss1	2	4	-3	4	-8	-1	-10	6	-1	-5
O=C(Nc1ccc(Oc2ccc(C(=O)O)c(C(=O)O)c2)cc1)c1cccs1	-5	1	1	8	-1	4	-2	-8	3	-1
CCOc1ccc(Cl)cc1S(=O)(=O)n1cnc2ccccc21	1	8	7	6	-5	-4	-9	3	0	-4
CC(NC(=O)CN1C(=O)NC2(CCc3ccccc32)C1=O)c1ccc2c(c1)OCCO2 (stereo not given)	-7	4	-1	-14	2	4	-6	9	4	10
O=S(=O)(NNc1ncc(C(F)(F)F)cc1Cl)c1ccc(F)cc1F	-12	-4	-10	-16	5	4	4	-2	1	1
COCCCn1nnnc1SCC(=O)N1CCN(C(=O)c2ccco2)CC1	1	1	-1	-3	1	2	-8	-6	-1	5
NCCCC(=O)N1c2ccccc2Sc2ccccc21	1	-4	11	-3	-9	-1	-17	-6	-2	6
CCCC(=O)Nc1cccc(C(=O)Nc2ccccc2OCC)c1	6	-1	-1	6	-3	2	-1	2	0	1
CSc1ccccc1OCc1cc(C(=O)NCCn2ccnc2C)no1	-2	1	-6	-12	4	-1	9	3	-8	3
COc1ccc(S(=O)(=O)Nc2noc3ccccc23)cc1OC	0	2	-8	5	-1	3	1	4	-4	-6
COc1ccccc1N1CCN(S(=O)(=O)c2cc(Br)cnc2N)CC1	-2	4	-2	-14	-2	2	5	6	-5	13
Cc1ccc(C(=O)C=Cc2ccc3c(c2)OCO3)c(C)c1	3	4	-2	-7	0	-33	-2	11	-43	2
O=C(NCc1ccccn1)c1ccc(Cn2cc(C(F)(F)F)ccc2=O)cc1	-1	2	-7	-4	-2	-2	-9	-16	1	-3
Cc1ccc(-c2nn(CC(=O)NCc3ccco3)c(=O)c3ccccc23)cc1	-29	-1	0	-2	-2	-1	-3	-5	0	-10
O=C(CN1CCN(S(=O)(=O)c2ccccc2)CC1)NC(=O)NCc1ccccc1	-2	5	1	4	1	3	7	14	5	4
O=[N+]([O-])c1cccc(/C=N/n2c(-c3cccnc3)n[nH]c2=S)c1	-1	5	0	10	-1	1	-1	5	1	-2
CC(C(=O)OCC(=O)c1ccc([N+](=O)[O-])cc1)N1C(=O)C2C3C=CC(C3)C2C1=O (stereo not given)	1	0	-5	-14	4	3	6	-14	2	2
